Bioassay records from PubChem.
Kir21 inh – inhibitors of mouse Kir2.1 inward-rectifier potassium channel | Inward rectifier potassium channel 2 (Mus musculus), P35561 | HEK293-Kir2.1, FluxOR thallium flux fluorescence; stronger effect = lower value | B-score at 10 µM | hit rate 0.85% among 310,000;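 active means fluorescence ratio B-score at or below minus 3 SD of library scores, with starting-brightness B-score within 2 SD, cut at about -4.2 in these data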;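 further: channel flux triggered by added potassium and thallium sulfate stimulus; B-score of peak minus minimum fluorescence over baseline after thallium stimulus; more negative B-score means stronger Kir2.1 block with less thallium influx; some compounds called inactive have numbers as strong as hits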
Target sequence (P35561 whole entry, looked up): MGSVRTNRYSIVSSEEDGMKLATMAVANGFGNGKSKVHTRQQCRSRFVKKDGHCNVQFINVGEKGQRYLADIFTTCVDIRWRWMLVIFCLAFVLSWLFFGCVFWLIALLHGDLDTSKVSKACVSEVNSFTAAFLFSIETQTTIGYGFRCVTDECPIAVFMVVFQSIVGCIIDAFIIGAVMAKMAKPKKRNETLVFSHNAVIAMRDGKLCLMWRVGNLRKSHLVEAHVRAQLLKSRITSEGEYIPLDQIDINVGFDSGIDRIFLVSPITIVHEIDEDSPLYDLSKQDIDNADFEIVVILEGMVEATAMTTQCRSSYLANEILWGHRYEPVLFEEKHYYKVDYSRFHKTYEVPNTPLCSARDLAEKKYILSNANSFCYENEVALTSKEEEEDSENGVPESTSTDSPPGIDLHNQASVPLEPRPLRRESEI
CHT block – inhibitors of human choline transporter CHT; High affinity choline transporter 1 (Homo sapiens), Q9GZV3; CHT-expressing cells, membrane potential dye, choline response; stronger effect = lower value; B-score at 10 µM; hit rate 0.86% among 310,000; AID 488975, 2010;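 active means B-score over 3 SD under the library average, and starting fluorescence ratio not unusually high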;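 further: choline stimulus applied at its EC90 after an EC20 pre-addition; B-score computed on integrated fluorescence ratio after choline addition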
Target sequence (Q9GZV3 whole entry, looked up): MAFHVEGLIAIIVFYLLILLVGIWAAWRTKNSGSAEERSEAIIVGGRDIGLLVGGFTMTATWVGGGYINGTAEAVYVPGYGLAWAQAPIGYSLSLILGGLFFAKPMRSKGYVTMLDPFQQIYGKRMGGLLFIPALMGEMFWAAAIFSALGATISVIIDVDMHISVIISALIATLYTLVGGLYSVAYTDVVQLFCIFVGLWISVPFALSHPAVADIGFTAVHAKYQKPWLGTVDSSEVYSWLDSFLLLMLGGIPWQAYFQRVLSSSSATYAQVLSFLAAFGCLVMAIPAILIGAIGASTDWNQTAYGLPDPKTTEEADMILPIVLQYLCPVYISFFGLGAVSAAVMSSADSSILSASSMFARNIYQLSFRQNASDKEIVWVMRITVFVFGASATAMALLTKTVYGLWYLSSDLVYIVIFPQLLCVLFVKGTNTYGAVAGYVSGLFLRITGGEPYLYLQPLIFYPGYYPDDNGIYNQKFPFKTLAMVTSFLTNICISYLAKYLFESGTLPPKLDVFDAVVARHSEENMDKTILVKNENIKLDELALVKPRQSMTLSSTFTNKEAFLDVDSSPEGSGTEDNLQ
The depositor's hits bear a star; i = inactive; · = no result given. Compounds were not picked by outcome (roughly 1.6% active in at least one column).

Preview (2 entries):
| Molecule | Kir21 inh | CHT block |
| --- | --- | --- |
| CCC(NC(=O)c1ccccc1NC(=O)c1ccccc1)C(=O)NNC(=O)c1cccnc1 (stereo not given) | 2 | i |
| O=C(Nc1cccc2nsnc12)c1ccc2c(c1)OCCO2 | -0.26 | i |

The list itself, from the first entry:
| Molecule | Kir21 inh | CHT block |
| --- | --- | --- |
| CCC(NC(=O)c1ccccc1NC(=O)c1ccccc1)C(=O)NNC(=O)c1cccnc1 (stereo not given) | 2 | i |
| O=C(Nc1cccc2nsnc12)c1ccc2c(c1)OCCO2 | -0.26 | i |
| COc1ccc(CNC(=O)C(c2ccccc2F)N(C(=O)c2csnn2)C2CC2)cc1 (stereo not given) | -0.08 | i |
| O=C(Nc1nn[nH]n1)c1cc(-c2ccc(Cl)c(Cl)c2Cl)nc2ccccc12 | -0.06 | i |
| COc1ccc(NS(=O)(=O)c2cc(N)ccc2N2CCOCC2)cc1 | -0.01 | i |
| Cc1nc2scc(C)n2c(=O)c1S(=O)(=O)NCc1ccccc1Cl | -0.93 | i |
| COCCn1nnnc1CN(CCc1ccc(OC)c(OC)c1)Cc1cc2ccc(C)cc2[nH]c1=O | 0.96 | i |
| CSc1nc2ccc(S(=O)(=O)Nc3c(C)n(C)n(-c4ccccc4)c3=O)cc2s1 | 1 | i |
| COC(=O)C1=C(C)NC(=O)NC1c1ccc(-c2ccc(Cl)cc2)o1 (stereo not given) | -0.32 | i |
| CCC(=O)Nc1cc(-c2nn3c(C)nnc3s2)ccc1C | -0.21 | i |
| Cc1ccc(NC(=O)C2C(C(=O)O)C3C=CC2C32CC2)cc1 (stereo not given) | -1.7 | i |
| COc1cccc(OC)c1OCC(O)CN1CCN(c2ccccc2)CC1 (stereo not given) | -0.03 | i |
| O=S(=O)(Nc1nc(SCc2ccc(Cl)cc2)n[nH]1)c1ccccc1 | -4 | i |
| CC12C=CC3(CN(Cc4ccccc4)C(=O)C3C1C(=O)NC1CC1)O2 (stereo not given) | -0.14 | i |
| Cc1oc(/N=C/c2ccccc2O)c(C#N)c1C | 0.63 | i |
| CCCn1c(C)cc(-c2csc(N)n2)c1C | 0.24 | i |
| Cc1cc2oc(=O)cc(CN3CCC(C)CC3)c2c(C)c1Cl | -1.1 | i |
| Cc1nc2c(C)cccn2c1C(=O)N/N=C/c1ccccc1[N+](=O)[O-] | 0.88 | i |
| CC(C)CC(=O)N1CCN(Cc2ccccc2Br)CC1 | 0.39 | i |
| NNC(=O)C1CCCn2c1nc1sc3c(c1c2=O)CCCC3 (stereo not given) | -1.2 | i |
| CCCn1cnc2c(c1=O)c1nc3ccccc3nc1n2CCc1ccccc1 | 0.15 | i |
| O=C(C1CCN(c2ccc(N3CCOCC3)nn2)CC1)N1CCc2ccccc2C1 | 0.97 | i |
| COc1ccc(CNC(=O)C2CC(=O)N(c3ccc(OCC(=O)N4C(C)CCCC4C)cc3)C2)cc1 (stereo not given) | 0.8 | i |
| CN1CCN(C(=O)Cn2ncc3c([nH]c4ccccc43)c2=O)CC1 | 0.3 | i |
| O=C(Nc1ccc2c(c1)OCO2)c1noc2c1CCCCC2 | 0.12 | i |
| COC1CCN(C(=O)c2ccc3oc(Cc4ccc(Cl)cc4)nc3c2)CC1 | 0.22 | i |
| O=C1CSC(=S)N1/N=C/c1ccc2c(c1)OCCO2 | 3.4 | i |
| CCOc1cc(C2NC(=O)NC(O)(C(F)(F)F)C2C(=O)c2ccccc2)ccc1OC (stereo not given) | -0.5 | i |
| O=C(CC(=O)N/N=C\c1ccc([N+](=O)[O-])cc1)NCCc1ccccc1 | -1.3 | i |
| COc1cc(NCCC(=O)c2cccs2)c(OC)cc1Cl | -2.2 | i |
| CC1(C)CC(=O)C=C(NCc2cccnc2)C1 | 0.16 | i |
| CCCCC(=O)Nc1cccc(NC(=O)c2ccc(Br)o2)c1 | -0.81 | i |
| CC(O)CNc1ncnc2cc(-c3ccc(F)cc3)sc12 (stereo not given) | -0.01 | i |
| CN(Cc1c(F)cccc1Cl)C(=O)c1ccc(NC(=O)CC2SC(N3CCCC3)=NC2=O)cc1 (stereo not given) | -0.06 | i |
| COc1ccc(N2C(=O)[C@@H]3[C@H](C2=O)[C@H]2c4ccccc4C=CN2[C@@H]3C(C)=O)cc1 | · | i |
| COc1ccc(OC)c(NC(=O)COC(=O)Cc2ccc(-c3ccccc3)cc2)c1 | -0.35 | i |
| O=C(c1ccc(Cl)cc1)c1nnc(-c2ccncc2)o1 | 0.43 | i |
| CCOc1ccc(C(=O)Nc2ccc(C(=O)N3CCOCC3)cc2)c(OCC)c1 | 0.62 | i |
| COc1cccc(C2NC(=O)CCC2[N+](=O)[O-])c1 (stereo not given) | -0.02 | i |
| O=[N+]([O-])c1cc([N+](=O)[O-])c(Oc2ccc(F)cc2)cc1NN1CCCCC1 | 0.29 | i |
| CCCCn1nnnc1SCC(=O)c1cc(Cl)ccc1OC | 0.28 | i |
| CC(=O)OC(C(=O)N1CCN(c2ccc(F)cc2)CC1)c1ccccc1 (stereo not given) | 0.02 | i |
| Cn1cc(C(=O)C(=O)N2CCN(c3ccccc3)CC2)c2ccccc21 | -0.24 | i |
| CN1/C(=C\C(=O)COC(=O)CNC(=O)c2ccccc2F)C(C)(C)c2ccccc21 | -1.9 | i |
| O=S(=O)(Nc1ncnc2c1oc1ccccc12)c1ccc(Cl)s1 | -3.4 | i |
| COc1cccc(CNC(=O)CCC(=O)n2ncc3cc(C)ccc32)c1OC | -0.07 | i |
| COc1ccc(C2C(C(=O)Nc3cccc(C)n3)CCC(=O)N2c2ccc(OC)cc2)cc1 (stereo not given) | 0.08 | i |
| CCOC(=O)C1CCCN(c2cc(C)nc3cc(-c4ccc(F)cc4)nn23)C1 (stereo not given) | -0.96 | i |
| CCOC(=O)N1CCN(C(=O)CNC(=O)C23CC4CC(CC(C4)C2)C3)CC1 | 1.6 | i |
| N#CC1=C(N)N(c2ccccc2)C2=C(C(=O)CCC2)C1c1ccccc1 (stereo not given) | -0.77 | i |
| Cn1cc(C(=O)Nc2ccc3c(c2)CCC3)cn1 | -0.09 | i |
| O=c1[nH]c(=O)n([C@H]2C[C@H](O)[C@@H](CO)O2)cc1I | · | i |
| COC(=O)c1cc(S(=O)(=O)Nc2ccc(C)c(F)c2)c[nH]1 | -1.2 | i |
| CC(Sc1nnnn1C1CCCCC1)C(=O)O (stereo not given) | 1.9 | i |
| COC(=O)c1cc(-c2ccc(NC(C)=O)cc2)nc2ccccc12 | -0.12 | i |
| O=C(c1ccc2c(c1)CCN2S(=O)(=O)c1ccccc1)N1CCN(c2ccccc2)CC1 | -1.8 | i |
| CCOC(=O)c1ccc(N2CCCCC2)c(NS(=O)(=O)c2ccc(C)cc2)c1 | -0.42 | i |
| CC(=O)Oc1ccc(C(=O)Cc2ccccn2)c(O)c1 | -3 | i |
| Cc1cccc(N2CCN(C(=O)C3CCN(S(=O)(=O)c4c(C)noc4C)CC3)CC2)c1C | 0.15 | i |
| Cc1cc(C)n(CC2CC(=O)N(c3ccc(C)c(Cl)c3)C2=O)n1 (stereo not given) | 1 | i |

(cont.)
| Molecule | Kir21 inh | CHT block |
| --- | --- | --- |
| O=C1C(=O)N(CCO)C(c2ccccc2)/C1=C(\O)c1ccccc1 (stereo not given) | 0.49 | i |
| CCOc1ccc(S(=O)(=O)N(CC(=O)O)c2ccccc2)cc1 | 0.17 | i |
| COc1cc2c(=O)n(CCCN3CCOCC3)c(=S)[nH]c2c(OC)c1OC | 0.38 | i |
| Cc1cc(OCc2cc(C(=O)N(C)Cc3ccccn3)no2)cc(C)c1Cl | -2.6 | i |
| Cn1c(=O)c2c(ncn2CC(=O)N2CCCCCC2)n(C)c1=O | 0.16 | i |
| COc1ccc(-c2c3c(nc4sc5c(=O)[nH]c(C)nc5c24)CCC3)cc1 | 0.63 | i |
| CCCNC(=O)c1ccc2c(c1)nc(C)n2-c1cccc(C)c1 | -0.76 | i |
| CC(C)CCNC(=O)c1cnn2c(C(F)(F)F)cc(-c3ccco3)nc12 | 1.1 | i |
| CCn1c(O)c2ccc(C(=O)N=NC(=O)c3ccccc3)cc2c1O | 0.83 | i |
| COC(C[C@H](O)C[C@@H](O)[C@H](C)OCc1ccccc1)OC | 0.24 | · |
| O=C(CN1C(=O)S/C(=C\c2ccc(F)cc2)C1=O)NC1C=CS(=O)(=O)C1 (stereo not given) | 1.8 | i |
| O=C(Nc1ccccc1)c1cc(-n2cnnc2)ccc1Cl | -1.4 | i |
| CCC(Sc1nc2c(c(=O)n1CC)SC(C)C2)C(=O)OC (stereo not given) | 1.9 | i |
| CNC(=O)OC(C)CNS(=O)(=O)c1ccc(C)cc1 (stereo not given) | -2.7 | i |
| Cc1cccc(NC(=O)CC(C)(C)C)c1 | -1.2 | i |
| CCCn1nc(NC(=O)c2cccs2)c2cc3cc(OC)ccc3nc21 | 0.32 | i |
| CC(OC(=O)c1ccccc1Nc1ccc(SC(F)F)cc1)C(N)=O (stereo not given) | 1.3 | i |
| CCOCC(=O)Nc1cc(C(=O)NCCC(C)C)ccc1Cl | -0.63 | i |
| O=C(CN1C(=O)S/C(=C\C=C\c2ccccc2)C1=O)Nc1ccc(C(=O)O)cc1 | -0.09 | i |
| O=C(c1ccc(C(=O)N2CCCCCC2)cc1)N1CCCCCC1 | 1 | i |
| CC(=O)Nc1ccc(NC(=O)CN(C)CC(=O)Nc2ccccc2Br)cc1 | 0.54 | i |
| Cc1ccc(N(CC(=O)NCCc2ccc(Cl)cc2)S(=O)(=O)c2c(C)noc2C)cc1 | -2.8 | i |
| CCN1CCc2c(C#N)c(NCc3ccccc3)nc(NCCO)c2C1 | 0.8 | i |
| O=C1C(Cl)=C(N2CCCCCC2)C(=O)N1c1ccc(Br)cc1 | 1.6 | i |
| COc1ccc(NC(=O)CN(C)C(=O)CCNS(=O)(=O)c2ccc(Br)cc2)cc1 | 1.3 | i |
| CCOc1ccccc1NC(=O)N1CCc2ccccc2C1 | 0.91 | i |
| S=c1[nH]nc(Cc2sc(-c3ccccc3)nc2-c2ccccc2)o1 | 1.7 | i |
| COc1ccc(-c2csc(Nc3ccc(C)cn3)n2)cc1OC | -1 | i |
| Cc1onc(-c2ccccc2)c1C(=O)N/N=C/c1ccc([N+](=O)[O-])c(O)c1 | -0.77 | i |
| Cn1nc(C(=O)OCc2ccc(F)cc2)c2ccccc2c1=O | -1.5 | i |
| Cc1cc(C)nc(CCNC(=O)c2cc(COc3ccccc3)on2)n1 | 0.75 | i |
| O=C(COC(=O)CSc1cccc2cccc(Cl)c12)Nc1ncc(C(F)(F)F)cc1Cl | 0.96 | i |
| CC(=O)N1CCC(N(CCN2CCOCC2)C(=S)Nc2ccc(C)c(C)c2)CC1 | -0.68 | i |
| Cc1cc(S(=O)(=O)Nc2cccc(Cl)c2)c(C)s1 | -3.4 | i |
| CC(C)NC(=O)COC(=O)/C=C/c1ccco1 | -0.15 | i |
| CCOC(=O)CC(=O)CSc1nc(-c2ccccc2)cc(-c2ccccc2)c1C#N | -1.1 | i |
| COc1ccc(Cc2n[nH]c(=S)n(N)c2=O)cc1 | 0.02 | i |
| CC(=O)Nc1ccc(C(=O)NCC(c2ccco2)N(C)C)cc1 (stereo not given) | 1.1 | i |
| COc1ccc(Nc2nc(NCCCN3CCOCC3)nc(N)c2[N+](=O)[O-])cc1 | 0.22 | i |
| O=C(CNC(=O)c1ccco1)NCC(=O)OCC(=O)c1ccc(Cl)c([N+](=O)[O-])c1 | 0.3 | i |
| O=C(COC(=O)CCC(=O)c1cccs1)NCc1cccs1 | 0.05 | i |
| Cc1nc(NCCc2ccc(F)cc2)c2nnn(Cc3ccccc3)c2n1 | 0.3 | i |
| Cc1c(NC(=O)Nc2c(Cl)cccc2Cl)c(=O)n(-c2ccccc2)n1C | 0.08 | i |
| O=C(N/N=C/c1ccc(OCC(=O)N2CCOCC2)cc1)c1ccccc1Cl | 1.7 | i |
| CCOc1ccc(C(CC(=O)O)NS(=O)(=O)c2ccc(C)cc2)cc1OC (stereo not given) | 1.7 | i |
| C/C(=N/NC(=O)CSCc1ccc(Cl)cc1)c1cccc(NC(=O)c2ccccc2)c1 | 0.63 | i |
| O=C(NC1CCCCC1)C(c1ccc(F)cc1)N(CCN1CCOCC1)C(=O)c1ccc(-c2ccccc2)[nH]1 (stereo not given) | 1.6 | i |
| COc1ccc(N2C(=O)C3CCCN3C2c2cccc(OC)c2)cc1 (stereo not given) | 0.72 | i |
| COc1ccc(/C=C/C(=O)O)cc1S(=O)(=O)NCc1cccnc1 | -0.04 | i |
| COCCCn1c(C(=O)NC2CCCCC2C)cc2c(=O)n3cccc(C)c3nc21 (stereo not given) | 2.1 | i |
| CCOCCSc1n[nH]c(=O)n1CCc1ccccc1 | 0.79 | i |
| COc1ccc2c(c1)CC(C1(O)C(=O)N(C)c3ccccc31)C2=O (stereo not given) | -0.46 | i |
| NC(=O)N/N=C/c1cccc(C(F)(F)F)c1 | -0.01 | i |
| CCOC(=O)C1=C(C)N(CCO)C(=O)NC1c1ccccc1 (stereo not given) | 1.4 | i |
| COc1cc(/C=N/O)ccc1OCc1ccc(C(=O)O)cc1 | 2.9 | i |
| CCCCN(CCCC)S(=O)(=O)c1ccc(N2CCCC2=O)c([N+](=O)[O-])c1 | 0.92 | i |
| NC(=O)C1CCN(c2ccc(C(F)(F)F)cc2[N+](=O)[O-])CC1 | -0.81 | i |

Not a retest: entries from further up.
| Molecule | Kir21 inh | CHT block |
| --- | --- | --- |
| Cc1cc(C)nc(CCNC(=O)c2cc(COc3ccccc3)on2)n1 | 0.75 | i |
| O=C(COC(=O)CSc1cccc2cccc(Cl)c12)Nc1ncc(C(F)(F)F)cc1Cl | 0.96 | i |
| CC(=O)N1CCC(N(CCN2CCOCC2)C(=S)Nc2ccc(C)c(C)c2)CC1 | -0.68 | i |
